# KAT2A inh: GCN5L2 (KAT2A) acetyltransferase inhibition | GCN5L2 HAT assay, ThioGlo1 CoA-SH fluorescence | Potency, µM (top dose mostly 58.9 µM), inactives show at the highest dose activity change, negative = inhibition, hits mostly inhibitors | actives 0.21% (n = 390,000) | AID 504327
#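 Free CoA generated was detected with ThioGlo1 (50uM) fluorescence at Ex340nm/Em540nm, read immediately and after 20 min at room temperature. Enzyme, 20 nM in HEPES pH 7.5 buffer, saw compounds 15 min before adding 75uM H3(1-25) peptide and 70uM acetyl-CoA.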
# N370S GC mod: inhibits or activates N370S mutant glucocerebrosidase; N370S GC spleen homogenate, 4MU-glucoside fluorescence; AID 2101; P04062; Potency, µM (titrated, usually from 59.4 µM), inactives show at the top dose activity change, negative = inhibition, usual class: inhibitors; actives 0.092% (n = 330,000);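 also: 0% = full enzyme activity and -100% = no enzyme basal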
# FEN1 inh: human FEN1 inhibition; P39748; Recombinant FEN1 flap cleavage, fluorescence, 15 min; Potency, µM (highest dose often 114 µM), for inactives: top-dose activity change, negative = inhibition, hits mostly inhibitors; actives 0.35% (n = 390,000); also: nearly all actives have a fitted effect of over 65% in size
# Target sequence (P39748 whole entry, looked up): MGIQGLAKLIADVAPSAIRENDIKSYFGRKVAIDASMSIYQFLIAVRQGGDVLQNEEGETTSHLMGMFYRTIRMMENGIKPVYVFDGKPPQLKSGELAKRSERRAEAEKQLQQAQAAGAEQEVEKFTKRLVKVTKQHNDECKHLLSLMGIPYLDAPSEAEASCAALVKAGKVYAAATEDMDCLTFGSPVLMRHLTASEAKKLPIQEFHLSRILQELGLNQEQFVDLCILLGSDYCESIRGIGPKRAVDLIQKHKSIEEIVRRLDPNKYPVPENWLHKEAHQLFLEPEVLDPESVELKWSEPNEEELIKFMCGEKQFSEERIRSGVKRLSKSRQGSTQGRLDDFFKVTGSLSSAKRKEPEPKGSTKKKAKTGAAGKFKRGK
#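 FEN1 at 10 nM preincubated with compounds 15 min at room temperature, then flap DNA substrate added at 50 nM final. Signal read at 0 and 15 min; concentration-response fitted with four-parameter Hill equation.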
# Active calls of the source: *; u = inconclusive; x = not tested or not shown; & = joins results of further samples. Calls follow the shape of the dose curve; as a rule, active = well fitted curve in the direction sought with a large enough effect; inconclusive = small, poorly fitted or top-dose-only effect, or another doubt; inactive = no such curve, though single readings can be large; an effect the other way counts as inactive or inconclusive. Unless noted, % is scaled to controls: 0 for no effect and ±100 for the full control effect; potency is read from the fitted curve at half-maximal effect.
No. | molecule | FEN1 inh | KAT2A inh | N370S GC mod
1 | O=C(COC(=O)/C=C/c1ccc(F)cc1)NCc1cccs1 | -0.8% | -4.5% | x
2 | COCCOC(=O)C1=C(C)NC(=O)NC1c1c(F)cccc1Cl (stereo not drawn) | -5.2% | -2.5% | 9.5%
3 | O=C(/C=C\N1CCOCC1)c1ccc(Br)cc1 | 2.4% | -16.4% | 5.5%
4 | O=C1OC(N2C(=O)CC[C@H]2C(=O)Nc2ccc3c(c2)OCO3)c2ccccc21 (stereo partly drawn) | -7.9% | -8.0% | -0.3%
5 | C=CCc1c(C)nc2cc(-c3ccc(C)cc3)[nH]n2c1=O | -6.8% | 0.3% | -12.8%
6 | O=C(NN1CCCCC1)c1cccc(COc2ccc(Cl)cc2)c1 | 2.7% | 2.0% | 6.3%
7 | COC(=O)c1cc(NS(=O)(=O)c2ccc(N3CCCCC3)c([N+](=O)[O-])c2)cc(C(=O)OC)c1 | -3.7% | u | -6.3%
8 | OCCn1ccc(-c2ccccc2OCc2ccc(F)cc2)n1 | 5.7% | 18.3% | -6.7%
9 | Cc1cc(C)n2nc(SCC(=O)Nc3ccccc3F)nc2n1 | 3.0% | -1.3% | x
10 | Cc1ccc(Cn2cc(/C=N/NC(=O)Cc3nnc(NC(=O)c4ccc(C)cc4)s3)c3ccccc32)cc1 | 19.1% | -16.8% | -5.2%
11 | COc1ccc(C)cc1C(=O)CCC(=O)NC1CCCCC1 | 10.3% | 22.3% | 6.3%
12 | CCCc1nn(C)c(C(=O)Nc2ccc(C)c(C)c2)c1Cl | -12.8% | -1.4% | 0.8%
13 | Cc1ccc(C(=O)COC(=O)CCN2C(=O)C3C4CC(C(Br)C4Br)C3C2=O)cc1 (stereo not drawn) | -8.9% | -0.2% | -12.5%
14 | CCc1ccc(-n2c(SCc3ccccc3Cl)nc3[nH]ncc3c2=O)cc1 | -8.8% | u | x
15 | COC(=O)Cc1ccc(NC(=S)Nc2ccccn2)cc1 | -4.7% | 3.5% | 3.0%
16 | COc1ccc(OC)c(NC(=O)c2cnc(Nc3ccccc3OC)c3ccccc23)c1 | -7.5% | -15.2% | 16.0%
17 | CN1CCN(S(=O)(=O)c2ccc(-c3noc(C4CCN(S(C)(=O)=O)CC4)n3)cc2)CC1 | 0.2% | -10.3% | -0.6%
18 | CCOC(=O)c1c(NC(=O)CCS(=O)(=O)c2ccccc2)sc2c1CCN(C(C)C)C2 | 1.4% | -3.8% | 3.2%
19 | Fc1ccccc1N1CCN(CC2CC3C=CC2C3)CC1 (stereo not drawn) | -0.5% | 0.0% | -1.5%
20 | Cc1cccc(C)c1OCC(O)CNC(C)(C)C (stereo not drawn) | -15.0% | -2.6% | 5.2%

# The list goes on, starting with the last 6 of the part before.
No. | molecule | FEN1 inh | KAT2A inh | N370S GC mod
15 | COC(=O)Cc1ccc(NC(=S)Nc2ccccn2)cc1 | -4.7% | 3.5% | 3.0%
16 | COc1ccc(OC)c(NC(=O)c2cnc(Nc3ccccc3OC)c3ccccc23)c1 | -7.5% | -15.2% | 16.0%
17 | CN1CCN(S(=O)(=O)c2ccc(-c3noc(C4CCN(S(C)(=O)=O)CC4)n3)cc2)CC1 | 0.2% | -10.3% | -0.6%
18 | CCOC(=O)c1c(NC(=O)CCS(=O)(=O)c2ccccc2)sc2c1CCN(C(C)C)C2 | 1.4% | -3.8% | 3.2%
19 | Fc1ccccc1N1CCN(CC2CC3C=CC2C3)CC1 (stereo not drawn) | -0.5% | 0.0% | -1.5%
20 | Cc1cccc(C)c1OCC(O)CNC(C)(C)C (stereo not drawn) | -15.0% | -2.6% | 5.2%
21 | c1ccc2nc(-c3ccc(-n4ccnc4)cc3)ccc2c1 | 10.0% | 18.7% | -3.8%
22 | COc1ccc(C2CC(c3cccs3)=NN2C(=O)CSc2nc3c(cnn3-c3ccccc3)c(=O)[nH]2)cc1 (stereo not drawn) | -14.1% | -2.6% | 1.9%
23 | O=C(Nc1ccc(Br)cc1)c1cc(-c2ccncc2)nc2ccccc12 | 5.2% | -13.4% | x
24 | COc1ccc(NC(=O)CN2CCC(C)CC2)c([N+](=O)[O-])c1 | -23.8% | -0.2% | -1.1%
25 | O=C(Cc1ccc(F)cc1)N/N=C/c1ccncc1 | -5.0% | -1.1% | -12.6%
26 | O=C(Cc1ncon1)Nc1ccc(F)c(F)c1F | -6.6% | 2.9% | 9.8%
27 | COc1cccc2c1OCC(CN1CCN(C3CCCCC3)C(CCO)C1)=C2 (stereo not drawn) | 14.7% | -15.8% | -9.2%
28 | CN(CCO)C1=CC(=O)CC(C)(C)C1 | 4.6% | -3.2% | -13.6%
29 | CN1CCN(S(=O)C23CC4CC(CC(C4)C2)C3)CC1 (stereo not drawn) | 7.5% | -0.7% | -6.2%
30 | CC(=O)N1CCC(N(CCN2CCOCC2)C(=S)Nc2cccc(C)c2)CC1 | -4.9% | 0.1% | -5.1%
31 | COc1ccc(NC(=O)c2ccsc2NC(C)=O)cc1 | 5.2% | -2.6% | 1.5%
32 | S=C(NCCSCc1ccc(Cl)cc1Cl)Nc1ccccc1 | -10.6% | u | 13.2%
33 | CN(CC(=O)Nc1cccc(F)c1)C(=O)c1cc(-c2ccco2)nc2ccccc12 | u | -29.9% | u
34 | O=C1CCC(C(=O)O)N1 (stereo not drawn) | -6.4% | -10.7% | -2.5%
35 | C#CCOCCOCCOCCNc1nc(N2CCN(C(=O)CCCCCCCCCCNC(=O)[C@H](CCCCN)n3cc(CCCC(=O)O)nn3)CC2)nc(N2CCN(C(=O)CCCCCCCCCCNC(=O)[C@H](CCCCN)n3cc(CCCC(=O)O)nn3)CC2)n1 | 5.3% | -5.2% | u
36 | COc1ccc(NC(=O)Cn2nnnc2-c2ccccc2F)c(C)c1 | 13.5% | -2.1% | x
37 | CC(=O)N1CCC(C(=O)OCc2ccccc2F)(c2ccccc2)CC1 | -2.7% | -2.4% | -1.0%
38 | CCC1Oc2ccccc2N(CC(=O)NCC2CCCO2)C1=O (stereo not drawn) | -9.8% | -2.2% | -1.1%
39 | C=CCOc1ccc(/C=C/C(=O)OCC(=O)NC(C)c2ccc(F)cc2)cc1 (stereo not drawn) | -2.4% | 0.4% | -6.4%
40 | CCC(=O)NCCc1cc2ccc(C)cc2[nH]c1=O | -1.7% | -9.7% | 11.5%

No. | molecule | FEN1 inh | KAT2A inh | N370S GC mod
41 | CCCCC(CC)C(=O)NCc1ccc(F)cc1 (stereo not drawn) | 10.7% | -0.3% | 16.9%
42 | Cc1ccc(-c2nnc(Nc3ccc(CC(N)=O)cc3)c3ccccc23)cc1S(N)(=O)=O | -17.0% | 0.2% | 0.3%
43 | CCC(=O)Nc1ccc2nc(SCCOc3ccc(C)cc3OC)sc2c1 | -5.3% | -4.1% | x
44 | COc1ccc(C(=O)OCC(=O)N2CC(=O)Nc3ccccc32)cc1Br | -1.9% | -14.5% | -13.8%
45 | O=C(Nc1ccccc1C(F)(F)F)C1CCN(S(=O)(=O)c2ccccc2)CC1 | -3.7% | -1.1% | x
46 | Cc1cc(C(F)(F)F)nc(NCc2cccnc2)n1 | -2.1% | 2.7% | 2.3%
47 | CN1C(C(=O)Nc2ccccn2)=C(O)c2sc(Cl)cc2S1(=O)=O | 12.9% | -26.1% | 3.8%
48 | CCc1nccn1S(=O)(=O)c1cc(C)c(OC)cc1C | -4.2% | -2.0% | -2.2%
49 | Cn1c(NC(=O)c2ccc(F)cc2)c(-c2ccccn2)c(=O)c2ccccc21 | 2.6% | -4.1% | 2.0%
50 | CCOc1ccc(-c2[nH]nc3c2C(c2ccc(O)cc2)C(C#N)=C(N)O3)cc1 (stereo not drawn) | -1.9% | -13.3% | 2.9%
51 | O=C(NCCOc1ccccc1)C1CCCN1C(=O)c1cccs1 (stereo not drawn) | -8.8% | -4.8% | 0.4%
52 | O=C(Cn1c(=O)n(Cc2ccc(F)cc2)c(=O)c2sc3ccccc3c21)NCc1ccccc1Cl | 9.3% | -3.9% | x
53 | C/C(CCc1ccc2c(c1)OCO2)=N\N=C1\NC(=O)CC(C(=O)Nc2ccccc2)S1 (stereo not drawn) | 6.7% | 2.4% | -6.0%
54 | CCOc1ccc(OCC)c(S(=O)(=O)n2cc(C)nc2CC)c1 | -9.8% | -6.3% | 14.7%
55 | COc1ccc(CC(=O)Nc2cccc(C(C)=O)c2)cc1S(=O)(=O)N1CCOCC1 | -18.9% | 1.2% | x
56 | O=C(Nc1nc2ccccc2s1)c1ccccc1 | -1.3% | -2.7% | -4.4%
57 | CC(=O)Nc1ccc(S(=O)(=O)NCCC(=O)OCCN2C(=O)c3ccccc3C2=O)cc1 | -3.5% | 3.0% | -1.8%
58 | O=C(CN1C(=O)c2cccc3cccc1c23)Nc1ccc2c(c1)OCO2 | -11.7% | 3.55µM* | 1.2%
59 | CCOC(=O)c1cc2c(nc1C)-c1cc(Cl)cc(Cl)c1OC2O (stereo not drawn) | 18.2% | 1.3% | -2.2%
60 | O=c1c2cc(-c3ccccc3)sc2ncn1/N=C/c1ccco1 | -17.9% | -1.9% | 0.3%

# Rewritten as labelled records: part of the list above.
54. CCOc1ccc(OCC)c(S(=O)(=O)n2cc(C)nc2CC)c1
  FEN1 inh: -9.8%	KAT2A inh: -6.3%	N370S GC mod: 14.7%
50. CCOc1ccc(-c2[nH]nc3c2C(c2ccc(O)cc2)C(C#N)=C(N)O3)cc1 (stereo not drawn)
  FEN1 inh: -1.9%	KAT2A inh: -13.3%	N370S GC mod: 2.9%
47. CN1C(C(=O)Nc2ccccn2)=C(O)c2sc(Cl)cc2S1(=O)=O
  FEN1 inh: 12.9%	KAT2A inh: -26.1%	N370S GC mod: 3.8%

# (more compounds)
No. | molecule | FEN1 inh | KAT2A inh | N370S GC mod
61 | CCN1C(=O)C2C(c3cccc(F)c3)NC(C)(C(=O)OC)C2C1=O (stereo not drawn) | 10.6% | 0.8% | 5.2%
62 | COC(=O)[C@@]12CCCCN1[C@H](c1ccc(-c3ccc(C(C)=O)cc3)c(OC)c1)[C@@H]1C(=O)N(C)C(=O)[C@@H]12 | -4.0% | -14.9% | -17.8%
63 | COc1ccc(-c2nc3c(c(SCC(=O)Nc4cccc(O)c4)n2)Cc2c(CO)cnc(C)c2O3)cc1 | u | -22.1%&-21.3% | -11.3%
64 | O=C(Nc1cccc(NC(=O)c2c(F)cccc2F)n1)c1c(F)cccc1F | -1.7% | -3.0% | -15.9%
65 | O=C(c1ccc(Cl)c(S(=O)(=O)N2CCOCC2)c1)N1CCN(c2ccccc2)CC1 | 3.5% | u | 1.7%
66 | Cc1ccc(C)c(NC(=O)Cn2c(=O)n(CC3CCCO3)c(=O)c3ccccc32)c1 (stereo not drawn) | 32.3% | -0.5% | x
67 | CC12CCC(C(=O)N(NC(=O)c3ccccc3Cl)C1=O)C2(C)C (stereo not drawn) | -0.6% | -2.5% | 16.7%
68 | Cc1cc(NC(=O)CSc2nc(-c3ccco3)cc(C(F)(F)F)n2)n(-c2ccccc2)n1 | -5.5% | -3.7% | 4.3%
69 | CN(c1ccc(C(=O)NCCc2ccccc2)cc1)S(C)(=O)=O | -2.6% | -3.6% | -3.2%
70 | CC(C)NCC(O)COCCOc1ccc(Br)cc1 (stereo not drawn) | 0.1% | 1.0% | -7.1%
71 | CCc1nc(SCC(=O)Nc2nnc(CC)s2)c2c(C)c(C)sc2n1 | -10.0% | 1.3% | 10.7%
72 | CCOC(=O)CNc1ccc2c(c1)OCO2 | -4.1% | -1.7% | -13.3%
73 | CCn1c(O)c(C=C2N=c3ccccc3=N2)sc1=S | -1.2% | -3.9% | -2.5%
74 | C=CCn1c(COc2ccc3c(c2)CCCC3)nnc1SCC(=O)Nc1cccc(SC)c1 | -23.0% | -19.1% | 0.5%
75 | COc1ccccc1-n1cnc2c(c1=O)c1nc3ccccc3nc1n2CCc1ccccc1 | -3.0% | -11.2% | 10.4%
76 | O=C(COC(=O)CCCOc1ccc(Cl)cc1Cl)NCc1ccccc1 | -4.2% | -6.7% | 4.6%
77 | Cc1cc2c(o1)CC(C)(C)CC2=O | 16.0% | -5.9% | 6.6%
78 | Cc1ccc(N(C(=O)c2snc(C(N)=O)c2N)C(C(=O)NC2CCCC2)c2ccncc2)cc1 (stereo not drawn) | 18.2% | -8.1% | -2.5%
79 | CC(=O)n1cc([C@@H]2C=C(C(=O)O)O[C@H](OCc3ccc(CO)cc3)C2)c2ccccc21 | -2.2% | 1.8% | -2.7%
80 | CC1CCN(C(=O)Cn2nc(C(F)(F)F)c3c2CCCC3)CC1 | -1.1% | -1.3% | 5.6%

# Another view of some results above:
# Values run as follows: FEN1 inh	KAT2A inh	N370S GC mod
69) CN(c1ccc(C(=O)NCCc2ccccc2)cc1)S(C)(=O)=O
  -2.6%	-3.6%	-3.2%
77) Cc1cc2c(o1)CC(C)(C)CC2=O
  16.0%	-5.9%	6.6%
